Screening results deposited in PubChem by National Center for Advancing Translational Sciences (NCATS).
pAkt inh – HTS Assay for Inhibitors of Akt Phophorylation: Primary Screen. hit rate 0.32% among 360,000. Neuro2A IGF-stimulated pAkt S473 HTRF, 20 min; stronger effect = lower value. activity change, % for hits at 50 µM. AID 651550, 2012; in the data active means activity change below about -80%; inconclusive means mostly about -51% to -80%; further: on the % scale 0 is the no-effect control and ±100 the full control effect
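Neuro2A cells (4,500/well, DMEM with 0.5% FBS) were treated with compound at a single 50 µM final concentration, stimulated with 6 nM IGF for 20 min at 37 °C, and lysed. Phospho-Akt Ser473 was read by HTRF as 665/615 ratio ×10^4.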
GLP1R cytotox – qHTS of GLP-1 Receptor Inverse Agonists: Cytotox Screen. hit rate 0.13% among 410,000. Potency, µM (highest dose often 38.3 µM), for inactives: at the top dose activity change, negative = inhibition, hits mostly inhibitors. AID 624418, 2012. HEK293 cAMP-luciferase reporter cells, luminescence, 24 h;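 further: loss of luciferase light is scored as toxicity; potency means the concentration at half of the fitted maximal effect; on the % scale 0 is the no-effect control and ±100 the full control effect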
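Quantitative HTS format, 1536 wells, 200 cells/uL seeded. Compounds: 23 nL, 24 h, 37 °C. Detection: luciferase reagent, luminescence at 12 min RT; decreased signal taken as cytotoxic.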
PTHR1 ag – qHTS for PTHR1 Agonists: Primary Screen; HEK293 GP2 PTHR1 cells, GloSensor cAMP luminescence, 1 h; Potency, µM (titrated, usually from 115 µM), without a hit: at the top dose activation, usual class: activators; hit rate 0.075% among 410,000; further: potency means the concentration at half of the fitted maximal effect; nearly all actives have a fitted effect of over 55% in size; some results filed as inactive show a strong effect at the top dose; inactives centre near -15; many of its hits are not listed in these tables
Target sequence (Q03431 whole entry, looked up): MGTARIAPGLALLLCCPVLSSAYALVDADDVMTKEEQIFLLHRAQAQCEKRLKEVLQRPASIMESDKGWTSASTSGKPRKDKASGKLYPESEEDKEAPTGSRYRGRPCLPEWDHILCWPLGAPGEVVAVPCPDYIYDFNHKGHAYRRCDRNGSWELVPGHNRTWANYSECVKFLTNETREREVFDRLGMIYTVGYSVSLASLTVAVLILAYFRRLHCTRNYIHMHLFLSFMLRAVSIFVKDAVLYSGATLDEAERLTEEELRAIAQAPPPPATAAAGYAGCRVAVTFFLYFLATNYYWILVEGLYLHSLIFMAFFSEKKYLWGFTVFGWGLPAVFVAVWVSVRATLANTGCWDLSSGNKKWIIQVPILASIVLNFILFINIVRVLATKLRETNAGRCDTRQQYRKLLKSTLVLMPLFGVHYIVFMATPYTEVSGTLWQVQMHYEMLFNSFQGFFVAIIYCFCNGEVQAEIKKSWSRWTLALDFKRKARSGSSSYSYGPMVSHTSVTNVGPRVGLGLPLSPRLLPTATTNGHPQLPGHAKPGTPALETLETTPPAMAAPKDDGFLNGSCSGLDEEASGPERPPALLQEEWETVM
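HEK-293-derived GP2 cells expressing PTHR1 and a GloSensor cAMP reporter, 3,000/well, plated overnight, given luciferin plus IBMX (each 0.5 mM as added) for 1 h at 37 °C, then compound for 1 h at 37 °C. Luminescence was read after 15 min at room temperature.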
FUS suppressor – qHTS for Suppressors of FUS Proteinopathy: Primary screen using FUS-linked yeast assay | S. cerevisiae FUS-expressing, growth rescue, OD600, 24 h | Potency, µM (doses to about 76.6 µM), inactives show at the top dose growth rescue (activation), most hits filed as activators | hit rate 0.24% among 390,000 | AID 1347120, 2019;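 further: potency means the concentration at half of the fitted maximal effect; plate controls were DMSO vehicle for no effect and reference control for full effect; nearly all actives have a fitted effect of over 55% in size; some results filed as inactive show a strong effect at the top dose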
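S. cerevisiae expressing FUS from galactose induction served as the toxicity model. Growth after 24hr at 30C, read as absorbance at 600 nm, indicates suppression of toxicity; compounds dosed at several concentrations.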
GLP-1R inv ag – qHTS of GLP-1 Receptor Inverse Agonists (Inhibition Mode). Glucagon-like peptide 1 receptor (Homo sapiens), P43220. HEK293 GLP-1R CRE-luciferase, luminescence, 24 h; GLP-1R form is constitutively active. Potency, µM (highest dose often 38.3 µM), for inactives: at the highest dose activity change, negative = inhibition, hits mostly inhibitors. hit rate 1.6% among 410,000; further: potency means the concentration at half of the fitted maximal effect; on the % scale 0 is the no-effect control and ±100 the full control effect; nearly all actives have a fitted effect of over 55% in size
Target sequence (P43220 whole entry, looked up): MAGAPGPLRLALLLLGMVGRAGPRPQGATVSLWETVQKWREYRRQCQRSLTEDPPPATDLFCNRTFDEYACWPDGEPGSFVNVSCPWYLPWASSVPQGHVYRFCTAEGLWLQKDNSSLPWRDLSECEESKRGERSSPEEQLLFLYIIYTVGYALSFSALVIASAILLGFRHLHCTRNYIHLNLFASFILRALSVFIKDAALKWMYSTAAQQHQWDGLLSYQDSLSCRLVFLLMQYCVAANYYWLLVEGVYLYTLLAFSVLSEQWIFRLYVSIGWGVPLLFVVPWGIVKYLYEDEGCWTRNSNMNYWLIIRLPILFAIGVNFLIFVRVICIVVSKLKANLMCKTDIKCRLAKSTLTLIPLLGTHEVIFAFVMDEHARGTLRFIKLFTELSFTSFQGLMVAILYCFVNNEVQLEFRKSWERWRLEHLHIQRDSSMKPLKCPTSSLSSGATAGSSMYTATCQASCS
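Inverse agonism was detected as reduced cAMP-driven luciferase luminescence after 24 h compound treatment. The cells were HEK293 clones expressing constitutively active human GLP-1R with the reporter. Reporter-only and GPR119 cell lines served as counterscreen controls.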
aSyn yeast inh – qHTS of alpha-syn Inhibitors. hit rate 0.14% among 370,000. Potency, µM (series often up to 46.1 µM), without a hit: top-dose growth rescue (activation), actives largely listed as activators. AID 652106, 2013. Yeast expressing alpha-synuclein, growth rescue, BacTiter-Glo, 24 h; further: potency means the concentration at half of the fitted maximal effect; % of control where 0% means no effect; nearly all actives have a fitted effect of over 65% in size
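Readout is rescue of growth in alpha-synuclein-expressing yeast, so inhibitors of toxicity appear as activators. Growth after 24 hr at 30 deg C in galactose medium is quantified by luminescence.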
TDP-43 yeast inh – qHTS of TDP-43 Inhibitors; TDP-43 expressing yeast growth rescue, BacTiter-Glo, 24 h; Potency, µM (top dose mostly 46.1 µM), for the others: at the top dose growth rescue (activation), actives largely listed as activators; hit rate 1.8% among 410,000; AID 652104, 2013; further: potency means the concentration at half of the fitted maximal effect; % of control where 0% means no effect; nearly all actives have a fitted effect of over 50% in size
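Yeast expressing TDP-43 (pregrown in raffinose, seeded at OD600=0.02 in galactose medium) exposed to compounds 24 hr at 30 deg C. Growth read by BacTiter-Glo luminescence; rescue of toxicity appears as increased signal.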
MmCpn inh – Inhibitors of TCP-1 ring complex (TRiC) of Methanococcus maripaludis (MmCpn): qHTS; hit rate 0.031% among 330,000; purified Mm-Cpn ATPase, ADP Transcreener TR-FRET; Potency, µM (highest dose often 76.9 µM), for inactives: at the top dose activity, negative = inhibition, most hits filed as inhibitors; AID 504842, 2011; further: potency means the concentration at half of the fitted maximal effect; on the % scale 0 is the no-effect control and ±100 the full control effect; nearly all actives have a fitted effect of over 80% in size
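Inhibition of chaperonin ATP hydrolysis is measured as reduced ADP production, detected by competitive TR-FRET in which signal falls with ADP. Final enzyme 25 nM and ATP 10 uM, reacted 30 min at 37°C.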
Abeta rescue – qHTS for compounds that reverse cellular toxicity of Amyloid beta (A-beta) peptide in yeast: Primary Screen | yeast expressing A-beta42, growth rescue, OD600, 48 h; response scale: 0% DMSO, 100% iron-clioquinol control | Potency, µM (highest dose often 46.1 µM), for inactives: at the highest dose growth rescue, most hits filed as activators | hit rate 0.063% among 410,000; further: potency means the concentration at half of the fitted maximal effect; nearly all actives have a fitted effect of over 55% in size
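Yeast growth medium received pinned compounds, then yeast cells expressing toxic A-beta were added; plates incubated at 30 C for 48 hr. Growth read as absorbance at 600 nm, normalized to DMSO and equimolar FeCl3 plus clioquinol controls.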
* marks the source's active call; other numbers are inactive results; i = inactive; ? = inconclusive; . = not tested or not shown; & = joins results of further samples; [ ] = another dose, or the depositor's remark. Unless noted, the call rests on the fitted dose curve; in most records, active means well fitted curve in the direction sought with a large enough effect; inconclusive means small, poorly fitted or top-dose-only effect, or another doubt; inactive means no such curve, though single readings can be large; an effect the other way counts as inactive or inconclusive. A portion of the library; rates above refer to the full screens.

1	COc1ccc(/C=C(\NC(=O)c2ccc([N+](=O)[O-])cc2)C(=O)NCCN2CCOCC2)cc1
2	CC(C)c1ccc(Nc2ncnc3c2c(-c2ccccc2)cn3-c2ccccc2)cc1
3	Cc1cc(OCC(=O)NCc2cccnc2)c2c(C)c(Cc3ccccc3)c(=O)oc2c1
4	COc1ccc(OC)c(S(=O)(=O)N2CCC(C(=O)N3CCN(c4ccc(F)cc4)CC3)CC2)c1
5	O=C(C1CSC2(c3ccc(F)cc3)CCC(=O)N12)N1CCCCCC1 (stereo unspecified)
6	CN1CCCN(S(=O)(=O)c2ccc(O)c(C(=O)O)c2)CC1
7	COc1cccc(N2CCN(C(=O)c3cc4c(s3)-c3ccccc3OC4)CC2)c1
8	Cn1c(N)c(C(=O)COC(=O)c2ccc(Br)o2)c(=O)n(C)c1=O

Compound	1	2	3	4	5	6	7	8
GLP1R cytotox	0%	-2%	3%	-6%	-9%	-2%	?	-2%
PTHR1 ag	-3%	i	-12%	-41%[inhibitor]	-6%[57.5 µM]	i	-83%[inhibitor]	i
FUS suppressor	1%	-12%	-6%	28%	5%	-8%	35%&37%	5%
GLP-1R inv ag	13%	-3%	9%	-15%	1%	5%	?	18%
pAkt inh	i	.	i	i	i	i	i	.
Abeta rescue	1%	10%	-2%	1%	2%	-3%	-12%&-21%	16%
aSyn yeast inh	4%	.	4%	1%	2%	0%	5%&3%	-15%
TDP-43 yeast inh	-12%	6%	-9%	-5%	27%	5%	?	0%
MmCpn inh	-1%	.	-3%	3%	0%	1%	-15%	-2%

9	CSc1nc2cc(Cl)ccc2s1
10	C[N+]1(CC2COC3(CCCCC3)O2)CCCC1 (stereo unspecified)
11	COc1cc(OC)c(NC(=S)Nc2cccc(C)c2)cc1Cl
12	CC1CC(Nc2ccccc2)c2ccccc2N1C(=O)c1ccco1 (stereo unspecified)
13	COc1ccc(NC(=O)c2c(-c3ccccc3Cl)noc2C)c(OC)c1
14	COc1ccccc1CNC(=O)c1ccc(CS(=O)(=O)c2c(Cl)cccc2Cl)o1
15	Cc1cc(Cn2nc(C(=O)NCc3cccs3)cc2-c2ccccc2)on1
16	CS(=O)c1ccccc1-c1nc(-c2ccc(Cl)cc2)no1 (stereo unspecified)

Compound	9	10	11	12	13	14	15	16
GLP1R cytotox	-23%	1%	-12%	-9%	5%	0%	9%	8%[7.66 µM]
PTHR1 ag	i	i	5%	-16%	-7%[57.5 µM]	i	i	-64%[inhibitor]
FUS suppressor	23%	4%	-1%	4%	19%	31%	12%	1%
GLP-1R inv ag	0%	0%	?	?	0%	4%	12%	4%[7.66 µM]
pAkt inh	i	i	i	i	.	.	i	i
Abeta rescue	23%	-7%	5%	-46%[inhibitor]	-13%	3%	3%	-16%
aSyn yeast inh	8%	-4%	1%	5%	7%	.	1%	0%
TDP-43 yeast inh	1%	7%	-8%	22%	?	0%	15%	8%[9.22 µM]
MmCpn inh	0%	-1%	-3%	-1%	1%	.	-2%	-5%

From entry 13 to 16, copied from above:
13	COc1ccc(NC(=O)c2c(-c3ccccc3Cl)noc2C)c(OC)c1
14	COc1ccccc1CNC(=O)c1ccc(CS(=O)(=O)c2c(Cl)cccc2Cl)o1
15	Cc1cc(Cn2nc(C(=O)NCc3cccs3)cc2-c2ccccc2)on1
16	CS(=O)c1ccccc1-c1nc(-c2ccc(Cl)cc2)no1 (stereo unspecified)

Compound	13	14	15	16
GLP1R cytotox	5%	0%	9%	8%[7.66 µM]
PTHR1 ag	-7%[57.5 µM]	i	i	-64%[inhibitor]
FUS suppressor	19%	31%	12%	1%
GLP-1R inv ag	0%	4%	12%	4%[7.66 µM]
pAkt inh	.	.	i	i
Abeta rescue	-13%	3%	3%	-16%
aSyn yeast inh	7%	.	1%	0%
TDP-43 yeast inh	?	0%	15%	8%[9.22 µM]
MmCpn inh	1%	.	-2%	-5%

(listing goes on)
17	CCOC(=O)c1csc(NC(=O)c2ccc(S(=O)(=O)N3CCCC3)cc2)n1
18	COc1cccc(C(=O)Nc2cccc3ccccc23)c1OC
19	COC(=O)CSc1ccc(S(=O)(=O)N2CCCCCC2)cc1[N+](=O)[O-]
20	Cc1nn(S(=O)(=O)c2ccc(F)cc2)c(C)c1S(=O)(=O)N1CCOCC1
21	COC(=O)Nc1sc2nc(C)cc(C)c2c1-n1cccc1
22	Cc1noc(C)c1CNCc1ccccc1
23	Cc1ccccc1NC(=O)COC(=O)Cc1cccc(C(F)(F)F)c1
24	O=C(c1ccc(-c2ccccc2)cc1)N1CCN(Cc2ccccn2)CC1

Compound	17	18	19	20	21	22	23	24
GLP1R cytotox	3%	-7%	24%	-27%	?	3%	6%	-15%
PTHR1 ag	i	-2%	?	i	i	i	-11%	0%[57.5 µM]
FUS suppressor	?	17%	-2%	4%	9%	-16%	-1%	0%
GLP-1R inv ag	17%	?	4%	8%	?	0%	11%	?
pAkt inh	i	i	i	i	i	i	i	.
Abeta rescue	0%	-3%	-12%	1%	-21%	17%	20%	15%
aSyn yeast inh	-8%	-10%	-8%	5%	-1%	-6%	1%	7%
TDP-43 yeast inh	-19%	?	10%	4%	?	4%	12%	15%
MmCpn inh	-2%	1%	-1%	0%	2%	0%	2%	1%

25	COc1cc(C2C(C#N)=C(C)NC3=C2C(=O)CC(C)(C)C3)ccc1OCCO (stereo unspecified)
26	O=C(N/N=C/c1ccc2c(c1)OCO2)c1ccc(NC(=O)c2ccccc2Cl)cc1
27	S=C(Nc1cccc(Cl)c1)NC1CCCCC1
28	CSc1nc2ccccc2n1CC(=O)Nc1c(C)n(C)n(-c2ccccc2)c1=O
29	COc1ccc(C2CC(=O)N(c3ccccc3)C3=C2C(=O)CCC3)cc1 (stereo unspecified)
30	O=C(c1ccc2c(=O)n3c(nc2c1)CCCCC3)N1CCN(c2cccc(Cl)c2)CC1
31	CC(=O)Nc1ccc(-c2csc(NC(=O)CCNC(=O)c3ccco3)n2)cc1
32	CC1CCN(S(=O)(=O)c2ccc3ncn(CC(=O)Nc4ccccc4C(F)(F)F)c(=O)c3c2)CC1

Compound	25	26	27	28	29	30	31	32
GLP1R cytotox	-5%	1%	?	-11%	11%	2%	-11%	-1%
PTHR1 ag	i	-72%	-10%[57.5 µM]	-5%[57.5 µM]	i	i	i	-2%
FUS suppressor	32%	11%	37%	-19%	-17%	?	7%	34%
GLP-1R inv ag	13%	?	8.9µM*	-27%	11%	?	33%[activator]	?
pAkt inh	i	i	i	i	i	i	i	.
Abeta rescue	-3%	-9%	?	-1%	7%	4%	9%	-16%
aSyn yeast inh	1%	1%	-11%	-1%	4%	1%	-4%	.
TDP-43 yeast inh	-4%	-5%	?	-22%	-8%	35µM*	-18%	7%
MmCpn inh	-5%	-14%	0%	-2%	-1%	0%	3%	.

33	Cc1ccc(NC(=O)/C=C/c2ccc3c(c2)OCO3)nc1
34	Cc1cccc(C)c1-n1nnnc1C1(C)CCC(=O)N1Cc1cccs1 (stereo unspecified)
35	Cc1ccc([C@H]2C[C@@H](O)[C@H](n3cc(-c4ccc(F)cc4)nn3)CN2Cc2cccs2)cc1
36	CCN1CCN(S(=O)(=O)c2c(C)[nH]c(C)c2C(=O)N2CCCCC2)CC1
37	CC(=O)c1cccc(NC(=O)C2CCN(S(=O)(=O)c3ccc4c(c3)oc(=O)n4C)CC2)c1
38	C[C@]12CCC3C(CC[C@H]4CC(O)CC[C@]34C)C1CC/C2=N/NC(=O)c1ccncc1 (stereo partly specified)
39	Cc1ccc(C)c(OC2=NS(=O)(=O)c3ccccc32)c1
40	CCOC(=O)C1=C(CN2CCCCCC2)NC(=O)NC1c1cccc([N+](=O)[O-])c1 (stereo unspecified)
41	Cc1c(Cl)cccc1NC(=O)c1cccc(NC(=O)CCC(=O)O)c1

Compound	33	34	35	36	37	38	39	40	41
GLP1R cytotox	-10%	-9%	2%	0%	-5%	-15%	-7%	-6%	-2%
PTHR1 ag	-19%	15%	-34%	i	-20%	-17%	-11%	i	i
FUS suppressor	.	0%	13%	4%	-33%	8%	-20%	6%	-19%
GLP-1R inv ag	?	25%	?	5%	5%	11%	2%	?	-5%
pAkt inh	i	i	i	i	.	i	i	i	i
Abeta rescue	-1%	-12%	0%	-11%	-2%	-18%	12%	1%	5%[9.22 µM]
aSyn yeast inh	0%	?	4%	-6%	.	16%	1%	0%	3%
TDP-43 yeast inh	9%	7%	13%	-1%	-3%	7%	8%	-12%[9.22 µM]	7%
MmCpn inh	-2%	.	.	0%	.	0%	1%	1%	1%
